# E-sel TNF inh = TNF alpha driven E-selectin expression inhibition. HUVEC TNFa-induced E-selectin immunofluorescence, high content. inhibition, % at 2 µM. 120,000 compounds, 0.71% hits;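 active = inhibition above the batch mean plus 3 SD, and confirmed as a hit on visual image review, cut at about 43% in these data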;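 note: 0% = TNF-stimulated DMSO wells and 100% = unstimulated control wells; not every result past the cut was called active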
# Yeast lifespan up = yeast lifespan extension; S. cerevisiae growth with nicotinamide, OD615; deaD strain in restrictive glucose medium; inhibition of the nicotinamide effect, % at 10 µM; 130,000 compounds, 0.68% hits; AID 775;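 active = inhibition above a set limit, placed 3 SD over the median of all compounds, cut at about 26% in these data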;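 note: 0% = nicotinamide-treated wells and 100% = cells grown without nicotinamide; some compounds called inactive have numbers as strong as hits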
#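 System: DeaD-strain S. cerevisiae / Buffer or medium: CSMM-D, restrictive glucose (dextrose) synthetic minimal medium / Probe or stimulus: nicotinamide, 1.5 mM, co-present with compound / Compound: one concentration, 10 µM, DMSO 0.25% / Incubation: 48 h compound exposure at 30 °C, humidified / Technique: optical density (absorbance) at 615 nm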
# BB579 growth dn = chemicals that inhibit yeast BB579 growth in restrictive medium (lifespan-shortening candidates) | S. cerevisiae BB579 growth, OD615, 48 h | inhibition, % at 10 µM | 140,000 compounds, 0.51% hits | AID 804;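 active = inhibition above a set limit, 3 SD over the mean compound inhibition, cut at about 44% in these data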; note: inactives centre near -24
#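 test system = yeast BB579 (DeaD) | buffer or medium = restrictive CSMM-D medium | doses = single compound dose of 10 µM, 0.25% DMSO final | times = 4 h preincubation and 48 h exposure at 30 °C | technique = culture absorbance at 615 nm | benchmarks = amphotericin B 10 µg/mL, positive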
# Measles CPE = protection of cells from measles virus | 140,000 compounds, 1.5% hits | protection (pct of control), % at 4 µM | Measles virus-infected cells, CPE protection, absorbance | AID 841; in the data active = protection mostly above about 24%, no sharp cut-off; inactive = mostly below about 26%; note: some compounds called inactive have numbers as strong as hits
# HCT116 PTEN-null = PTEN-deleted cell growth suppression; viability, % at 10 µM; 140,000 compounds, 1.2% hits; HCT116 PTEN-null viability, CellTiter-Glo, 60 h; stronger effect = lower value;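 active = viability at or below a set limit, 4 SD under the median of all tested compounds, cut at about 3.7% in these data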;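 note: PTEN knockout HCT116 line with beta catenin targeted HCT116 as companion control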
# NPY Y2 blocker = NPY-Y2 (human) receptor antagonism | P49146 | inhibition, % at 2.7 µM | 140,000 compounds, 0.99% hits | NPY-Y2 expressing cells, antagonist mode; in the data active = inhibition above about 17%;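 note: 0% = vehicle with agonist challenge and 100% = reference antagonist with challenge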
# Target sequence (P49146 whole entry, looked up): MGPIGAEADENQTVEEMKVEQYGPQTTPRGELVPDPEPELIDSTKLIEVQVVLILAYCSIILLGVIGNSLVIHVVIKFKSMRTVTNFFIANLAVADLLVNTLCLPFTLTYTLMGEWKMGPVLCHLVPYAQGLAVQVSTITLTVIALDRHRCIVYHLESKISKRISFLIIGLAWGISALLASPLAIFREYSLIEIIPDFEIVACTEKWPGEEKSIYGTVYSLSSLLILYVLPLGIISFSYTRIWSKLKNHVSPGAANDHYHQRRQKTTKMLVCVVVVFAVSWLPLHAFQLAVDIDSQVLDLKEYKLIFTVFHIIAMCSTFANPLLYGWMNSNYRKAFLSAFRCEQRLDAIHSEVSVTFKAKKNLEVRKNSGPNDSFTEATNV
# HCT116 bCat-KO = beta-catenin-lacking colon tumor cell growth suppression | HCT116 beta-catenin knockout viability, CellTiter-Glo, 60 h; stronger effect = lower value | viability, % at 10 µM | 140,000 compounds, 1.5% hits;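 active = viability at or under a set limit, the compound median less 4 SD, cut at about 6% in these data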;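 note: 0% = Hyamine 1622 control at 20 µM and 100% = untreated cell control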
# GALR2 antag = blocks the human galanin receptor 2; GALR2-expressing cells, antagonist mode; inhibition, % at 4 µM; 140,000 compounds, 0.39% hits; AID 828; in the data active = inhibition above about 27%;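 note: cells stimulated with galanin 1-16 at roughly its EC80; 0% = agonist challenge control and 100% = basal control without agonist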
# Target sequence (O43603 whole entry, looked up): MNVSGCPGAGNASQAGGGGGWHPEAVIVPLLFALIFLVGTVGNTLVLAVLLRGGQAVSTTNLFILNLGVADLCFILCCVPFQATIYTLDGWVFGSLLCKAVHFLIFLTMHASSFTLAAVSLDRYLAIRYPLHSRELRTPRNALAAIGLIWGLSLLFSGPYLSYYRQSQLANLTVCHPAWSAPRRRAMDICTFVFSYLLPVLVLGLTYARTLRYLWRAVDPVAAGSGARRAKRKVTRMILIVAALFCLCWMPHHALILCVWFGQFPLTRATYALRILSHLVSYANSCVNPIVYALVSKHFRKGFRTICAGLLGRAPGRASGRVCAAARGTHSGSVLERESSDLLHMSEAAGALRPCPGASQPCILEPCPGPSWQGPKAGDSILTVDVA
# MRP1 act = activates MRP-1 | H69AR cells + doxorubicin, viability rescue, CellTiter-Glo | 140,000 compounds, 0.61% hits | viability increase, % at 10 µM | AID 799;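 active = viability gain under doxorubicin at or above a set limit, the compound median plus 3 SD, cut at about 4.7% in these data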;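 note: MRP-1 overexpressing cells given doxorubicin 25 µM after compound pretreatment; 18-22 h compound pretreatment then 72 h with doxorubicin before readout; 0% = doxorubicin-only wells and 100% = vehicle-treated cells without doxorubicin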
# Phagocyt inh = macrophage phagocytosis inhibition; inhibition, % at 5 µM; J774A.1 macrophage IgG-bead phagocytosis, imaging; 110,000 compounds, 0.07% hits;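 active = inhibition above the mean of the plate negative controls plus 5 SD, cut at about 13% in these data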;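 note: phagocytic index as fraction of beads internalized from green versus red external bead signal; plate controls were DMSO negative control for no effect and cytochalasin-D positive control for full effect; some results beyond the cut were filed as inactive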
# The depositor's hits bear a star; x = not tested or not shown.
SMILES,E-sel TNF inh,Yeast lifespan up,BB579 growth dn,Measles CPE,HCT116 PTEN-null,NPY Y2 blocker,HCT116 bCat-KO,GALR2 antag,MRP1 act,Phagocyt inh
CCOc1ccc(CNC(=O)c2ccc(Sc3ccc(Cl)cc3)c(NC(C)=O)c2)cc1OC,x,-2.2,-27.6,8.5,76.0,2.4,76.3,-7.4,0.8,-1.6
Cc1ccc2c(c1)CN1CN2Cc2cc(C)ccc21,x,16.1,-65.6,9.4,100.1,1.6,97.7,6.9,-0.1,0.3
CCOc1ccc2nc(NCCNC(=O)C(C)C)c(C)cc2c1,-11.9,-6.7,-17.8,9.0,90.5,8.7,82.6,4.0,-3.3,x
CCCCN(CCCC)S(=O)(=O)c1ccc(NC(=O)c2cccs2)cc1,84.7*,6.0,-40.2,7.9,7.3,-4.8,7.8,-8.7,-3.1,0.1
CC(=O)N1N=C(c2ccncc2)OC12CCCCCC2,-12.0,x,-54.6,7.1,85.9,1.6,83.0,2.9,-0.7,x
Cn1nccc1C(=O)Nc1ccc(Cl)cc1,-5.0,-28.7,-62.3,13.7,99.7,-2.7,99.7,8.1,1.4,x
CC(Oc1ccc(F)cc1F)C(=O)/C=C/N(C)C (centres undefined),-22.2,1.9,-31.7,12.4,99.0,1.1,92.2,-3.9,0.1,0.7
O=C(c1cc2cc([N+](=O)[O-])ccc2oc1=O)N1CCN(c2ncccn2)CC1,-4.0,-9.9,-14.4,4.5,87.9,-0.3,82.4,3.4,0.7,0.1
CN1CCC(OC(c2ccccc2)c2ccccc2)CC1,x,0.9,6.1,8.4,95.2,1.8,88.3,-10.1,-1.6,x
Cc1noc(C)c1S(=O)(=O)N1CCN(c2ccccc2)CC1,x,3.5,-46.0,14.5,91.2,1.0,96.4,4.8,-0.3,0.6
CCOC(=O)c1[nH]c2ccc(OCC)cc2c1NC(=O)CN1CCN(c2ccccn2)CC1,29.7,-22.0,-11.8,5.9,98.5,1.1,98.2,1.9,-2.2,-3.1
COc1ccccc1CNC(=O)CS(=O)Cc1nc(-c2ccccc2C)oc1C (centres undefined),4.9,-5.7,33.9,2.4,78.8,4.5,101.9,0.7,-1.2,x
Cc1ccc2nc(C)c(C(=O)N/N=C/c3ccc(N4CCOCC4)cc3)cc2c1,6.6,-2.8,-2.6,4.5,96.0,0.1,96.0,8.1,-0.1,-6.9
COc1ccc(/C=C/C(=O)c2ccc(O)cc2)cc1CN1CCOCC1,x,-2.8,-1.1,21.3,12.0,1.2,14.2,12.8,-4.0,-7.2
CCCCOc1ccc(C(=O)NCC(=O)OCC(=O)N2CCN(S(=O)(=O)c3ccc(C)cc3C)CC2)cc1,x,3.4,-38.7,14.8,101.5,0.0,93.5,0.0,-1.6,-16.2
COc1cccc(-n2nc(C(=O)O)c3ccccc3c2=O)c1,-71.1,-2.7,-49.5,45.4,84.4,-0.7,99.9,5.2,-2.5,0.3
Cc1ccnc(N/C=C(\C#N)c2nc(-c3cccc(Br)c3)cs2)c1,-36.9,-15.9,-40.8,3.8,39.3,3.9,68.3,4.2,-2.3,0.2
CC1CN(C(=O)c2cccs2)CCN1C(=O)c1cccs1 (centres undefined),-39.3,-7.8,-12.2,16.1,95.7,2.3,93.0,-2.9,-1.0,1.0
CC(C)C(C(=O)NCC1CCCO1)N(Cc1ccco1)C(=O)CNS(=O)(=O)c1ccccc1 (centres undefined),x,-10.8,-31.2,0.9,102.5,1.6,82.8,8.5,-1.3,-0.8
C=CCc1cc(Cl)ccc1OCCCNC(C)CC (centres undefined),11.7,2.4,-33.1,6.3,29.0,4.5,24.6,-7.5,-4.7,1.0
Cc1ccc(C)n1-c1cccc(C(=O)O)c1,x,-6.9,25.4,26.6,95.6,x,94.0,x,-1.6,-5.4
Cn1c(=O)n(CCc2ccccc2)c(=O)c2c1nc1n2CCCN1c1ccccc1,-4.3,-12.0,-14.4,9.4,87.0,4.4,91.1,-0.3,-0.5,2.1
O=C(NC(Cc1ccccc1)C(=O)N1CCCC1C(=O)O)c1ccccc1 (centres undefined),-11.3,2.2,-22.5,4.5,102.7,0.2,97.7,6.1,0.9,0.1
COc1cc([C@@H]2c3cc4c(cc3[C@H](O)[C@H]3COC(=O)[C@H]23)OCO4)cc(OC)c1OC,x,8.1,-30.1,11.1,13.4,14.3,14.8,18.1,-2.4,x
Cc1ccc(S(=O)(=O)/C(C#N)=C/c2c(N3CCC(C(N)=O)CC3)nc3c(C)cccn3c2=O)cc1,5.4,-5.8,-2.2,11.4,94.3,2.4,94.7,8.7,-0.1,-1.1

# More compounds follow.
SMILES,E-sel TNF inh,Yeast lifespan up,BB579 growth dn,Measles CPE,HCT116 PTEN-null,NPY Y2 blocker,HCT116 bCat-KO,GALR2 antag,MRP1 act,Phagocyt inh
Cc1ccc(S(=O)(=O)NCc2ccc(C(=O)NC3CC3)cc2)cc1,-20.4,7.0,-22.0,11.4,87.7,4.2,89.0,0.9,-1.8,-4.0
CC(C)CCNC(=O)C(=O)NCCC1=CCCCC1,-3.4,0.8,-27.6,7.6,102.9,1.4,96.9,-0.9,-0.8,-2.8
CCN1C(=C2C(=O)c3ccccc3C2=O)C=Cc2ccccc21,14.3,-16.1,-5.3,5.7,104.9,1.3,116.8,-3.8,-2.7,-1.3
CCOC(=O)c1c(C)[nH]c(C(=O)OC)c1CCC(=O)OC,-12.8,-10.2,-69.1,27.4,96.3,1.5,99.5,3.1,-0.1,3.7
Cc1ccccc1NC(=O)N1C2CCCC1CC(NC(=O)C(C)(C)C)C2 (centres undefined),-21.4,-4.4,-19.6,8.2,108.4,1.4,98.2,9.9,1.4,-0.9
Cc1n[nH]c(C)c1S(=O)(=O)N1CCC(C(=O)O)CC1,44.9,6.2,-28.2,33.5,103.2,0.4,96.3,-1.4,-0.7,x
CC(C)Cc1cc(C(=O)NCc2cccs2)no1,0.8,-4.1,28.9,4.9,92.8,0.8,88.1,12.1,-1.5,-0.5
Cc1ccc(C(=O)c2coc3cc([N+](=O)[O-])c(O)c([N+](=O)[O-])c23)cc1,-9.9,0.6,-15.2,8.7,99.1,0.2,102.5,10.1,-2.3,x
Cc1cc(C(F)F)n2nc(C(=O)Nc3cccnc3Cl)nc2n1,-8.1,-5.2,-31.3,2.1,89.6,0.0,75.5,1.6,-1.6,x
CO/N=C/NC(=O)Cc1cn(-c2ncc(C(F)(F)F)cc2Cl)c2ccccc12,-2.1,-7.8,1.6,3.9,75.0,-1.9,70.2,-7.0,-1.3,x
O=[N+]([O-])c1ccc(N2CCOCC2)cc1NC(c1ccccc1)c1ccccc1,x,7.8,-3.0,45.2*,73.5,4.9,84.7,1.9,-1.8,-2.3
COc1ccc(NC(=O)CCn2cccc2)cc1,x,-15.0,1.5,2.4,83.7,0.1,85.9,-4.5,-2.7,-0.6
CCN(CC)c1ccc(/C=N/n2nnnc2N)c(O)c1,-2.3,-27.2,-5.2,7.8,43.4,3.6,35.3,6.5,-3.9,-0.2
COc1ccc(/C=N/NC(=O)c2cc(Br)ccc2O)cc1Cn1cc(Cl)cn1,-6.8,-0.4,-5.6,4.7,101.3,4.2,104.5,12.4,0.7,2.5
CCOc1cc(Br)c(C(=O)O)cc1OCC,-14.9,-21.5,-7.2,8.2,86.1,4.1,102.3,3.6,-2.4,1.8
Cc1ccc(NC(=O)CSc2nccn2C)cc1S(=O)(=O)N1CCOCC1,-10.6,2.7,-24.7,11.3,98.6,1.4,87.9,10.0,-2.3,-6.7
COc1cccc(C(=O)Nc2cccc(C(C)=O)c2)c1,x,-5.1,-18.2,24.4,98.2,-0.2,85.0,-2.9,-0.2,-2.6
CN(C)CCN(C(=O)/C=C/c1cccs1)c1nc2c(F)cc(F)cc2s1,x,-4.6,-44.6,3.9,2.0*,1.5,1.6*,-4.8,-4.0,-3.2
CC1=NN(C(=O)c2csc(C)c2)C(O)(C(F)(F)F)C1 (centres undefined),21.9,-5.3,-11.7,11.4,90.2,1.9,94.8,-0.2,-1.1,-1.6
Cc1ccccc1C(=O)O/N=C(\N)c1ccncc1,x,-2.7,-41.5,13.4,80.8,1.6,82.2,-3.0,0.1,0.3
CC(CC(=O)Nc1cc(C(F)(F)F)ccc1Cl)c1ccccc1 (centres undefined),0.4,-20.9,-13.8,4.1,51.3,10.8,61.2,-1.0,1.0,-2.0
CC(=O)N1CC2(C)CN(C(C)=O)CC(C)(C1)C2O (centres undefined),5.3,-6.4,7.5,10.9,103.9,0.4,103.8,-16.3,0.3,3.5
Oc1c(C(c2cccs2)N2CCN(c3cccc(Cl)c3)CC2)sc2ncnn12 (centres undefined),-19.5,-7.8,-12.5,6.0,74.9,1.8,81.7,11.7,10.9*,-0.3
CCOC(=O)c1ccc(CC(=O)c2oc3cc(O)ccc3c2C)o1,x,-7.6,-1.3,13.7,86.4,5.0,86.1,-1.7,-2.7,-0.4
O=C(Nn1c(-c2ccccc2)nc2ccccc2c1=O)c1ccco1,x,-10.6,18.8,0.8,90.0,1.8,91.7,3.6,-0.7,0.0
CCOc1ccc(NC(=O)Cn2nnc(C(=O)NCCc3ccc(OC)c(OC)c3)c2N)cc1,-57.1,-4.2,-10.2,1.5,99.8,-2.0,95.9,3.1,-0.1,-4.2
O=C(CN(C1CCCCC1)S(=O)(=O)c1ccc(Cl)cc1)NCc1ccncc1,x,-15.2,31.3,20.1,67.5,1.3,70.5,2.9,-1.1,-0.6
CCc1nnc(NC(=O)C2CCCN2S(=O)(=O)c2ccc(F)cc2)s1 (centres undefined),8.8,-1.5,-47.3,28.9,83.0,0.0,75.0,2.3,5.8*,-2.4
COC(=O)C1=C(C)N=C2SC(C)C(=O)N2C1c1cccc(F)c1 (centres undefined),-26.8,-10.6,-4.3,0.5,88.8,3.3,106.1,-2.5,-1.6,5.6
CCn1c2ccccc2c2nn(C)c(=N)nc21,-24.7,-3.1,-32.8,17.6,76.0,-1.3,78.9,-1.3,-2.9,-1.6

# Part of the list above, tab-delimited.
Molecule	E-sel TNF inh	Yeast lifespan up	BB579 growth dn	Measles CPE	HCT116 PTEN-null	NPY Y2 blocker	HCT116 bCat-KO	GALR2 antag	MRP1 act	Phagocyt inh
Oc1c(C(c2cccs2)N2CCN(c3cccc(Cl)c3)CC2)sc2ncnn12 (centres undefined)	-19.5	-7.8	-12.5	6.0	74.9	1.8	81.7	11.7	10.9*	-0.3
CC(=O)N1N=C(c2ccncc2)OC12CCCCCC2	-12.0	x	-54.6	7.1	85.9	1.6	83.0	2.9	-0.7	x

# Screens as filed in PubChem.

# Hits appear at their usual frequency. Share with any hit: about 6.1%.
